# Screening data from PubChem.
# TRPC4 inh = TRPC4 (mouse) channel inhibition; HEK293 TRPC4beta/mu-opioid, DAMGO-evoked Fluo4 calcium flux; stronger effect = lower value; AID 2247; 0.39% of 300,000 active; B-score at 10 µM;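 active = B-score over 3 SD under the library average, no early fluorescence shift, positive overall ratio signal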
#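 Assay system: TRPC4beta/mu-opioid receptor HEK293 cell line; compound dosing: single concentration per test compound; detection: Fluo4 Ca2+ flux fluorescence; evaluation: per-well B score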
# TRPC4 act = activators of mouse TRPC4 channel; B-score at 10 µM; 0.49% of 310,000 active; Q9QUQ5; HEK293 TRPC4beta/mu-opioid, Fluo4 calcium fluorescence; stronger effect = higher value;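 active = B-score above 5 SD of library B-scores, and initial fluorescence ratio not above library mean plus 5 SD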;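 note: positive B-score marks a calcium rise read as TRPC4 activation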
#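 System: HEK293 cells stably co-expressing mouse TRPC4beta and mu-opioid receptor; Schedule: Fluo4 dye loading 45 min at room temperature, 110 s recording; Detection: Fluo4 fluorescence, kinetic; Evaluation: B-scored integrated calcium fluorescence ratio; Controls: buffer (low) and maximal DAMGO (high).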
# ANO1 activ = mouse TMEM16A channel activation, primary screen | AID 623877 | 0.3% of 340,000 active | B-score at 10 µM | HEK293 TMEM16A/YFP-H148Q/I152L, iodide quench fluorescence; stronger effect = lower value;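 active = fluorescence-ratio B-score plate-corrected deviation score at least 3 library SD below zero, with starting fluorescence score within 5 deviations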;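 note: channel opened by trigger with iodide after compound preincubation; score built on the fluorescence ratio of max minus min over baseline; more negative score means more quench and so TMEM16A activation or potentiation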
# RGS4 inh = inhibitors of human RGS4; P49798; HEK293 M3R/RGS4 inducible, Fluo-4 calcium flux; stronger effect = higher value; triggered by carbachol at its EC20; B-score at 10 µM; 0.45% of 310,000 active; AID 463165;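 active = B-score, a plate-corrected calcium signal, over three deviations above library mean, with baseline fluorescence within five deviations of library mean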;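 note: RGS4 expression induced by doxycycline in cells with stable M3 receptor; B-score is computed from the integrated fluorescence ratio over baseline after carbachol; higher B-score means a larger calcium signal and so more RGS4 inhibition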
# Target sequence (P49798 whole entry, looked up): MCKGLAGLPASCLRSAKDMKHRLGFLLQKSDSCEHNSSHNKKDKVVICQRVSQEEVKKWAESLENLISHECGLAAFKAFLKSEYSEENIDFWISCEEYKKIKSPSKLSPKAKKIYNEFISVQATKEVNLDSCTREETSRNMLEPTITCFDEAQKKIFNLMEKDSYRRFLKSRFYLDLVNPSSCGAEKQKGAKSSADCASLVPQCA
# ANO1 block = mouse TMEM16A channel inhibition, primary screen; Q8BHY3; 1.2% of 310,000 active; HEK293 TMEM16A/YFP iodide influx fluorescence, ionomycin; normalized B-score (activity score, 25-100; higher = stronger inhibition) at 10 µM;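 active = ratio plate-corrected score three or more library SD toward inhibition, starting fluorescence score within five deviations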;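 note: score derived from kinetic fluorescence span divided by baseline fluorescence per well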
# TRPC6 activator = activators of mouse TRPC6 channel; HEK293-TRPC6 membrane potential dye fluorescence; stronger effect = higher value; Q61143; 0.13% of 310,000 active; AID 2550; B-score at 10 µM;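 active = B-score of the integrated fluorescence ratio above library mean plus 3 SD, and starting fluorescence ratio within library mean plus 5 SD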;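 note: higher score means more depolarization so channel activation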
# TRPC4 PAM = TRPC4 (mouse) allosteric potentiation; Q9QUQ5; HEK293 TRPC4beta/mu-opioid, DAMGO EC20, Fluo-4 Ca2+ flux; stronger effect = higher value; B-score at 10 µM; 0.42% of 310,000 active; AID 2227;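 active = B-score of calcium response area above 5 SD of library B-scores, with initial fluorescence ratio within 5 SD of library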;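 note: B-score of integrated fluorescence ratio over time as area under calcium response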
# TRPC6 inh = mouse TRPC6 channel inhibition | HEK293-TRPC6, membrane potential dye, ACh-evoked depolarization; stronger effect = lower value | B-score at 10 µM | AID 2553 | Q61143 | 1.1% of 310,000 active;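 active = B-score under library mean minus 3 SD, initial fluorescence not abnormally high, positive integrated signal ratio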;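 note: B-score derived from integrated fluorescence ratio over the kinetic read; more negative B-score means stronger inhibition of depolarization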
# MrgX1 antagonist = blocks BAM8-22 activation of human MrgX1 receptor; MRGX1-HEK293 calcium flux, Fluo-4, BAM8-22 antagonism; stronger effect = lower value; 1.3% of 310,000 active; AID 588676; B-score at 10 µM;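 active = calcium-response B-score plate-corrected more than 3 library SD below zero, starting fluorescence within 5 deviations, no agonist response on first addition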;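 note: peak minus trough fluorescence over baseline after final BAM8-22 challenge near maximal dose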
# Target sequence (Q96LB2 whole entry, looked up): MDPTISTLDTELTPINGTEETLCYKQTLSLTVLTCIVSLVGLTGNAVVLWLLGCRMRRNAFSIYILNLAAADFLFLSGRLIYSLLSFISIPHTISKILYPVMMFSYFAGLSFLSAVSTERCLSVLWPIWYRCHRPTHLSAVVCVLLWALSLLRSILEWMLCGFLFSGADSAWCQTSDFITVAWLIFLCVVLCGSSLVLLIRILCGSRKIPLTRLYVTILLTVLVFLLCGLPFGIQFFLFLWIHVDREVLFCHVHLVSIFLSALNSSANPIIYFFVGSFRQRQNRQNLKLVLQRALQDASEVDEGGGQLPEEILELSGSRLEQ
# MrgX1 ag = agonists of human MrgX1 receptor; Q96LB2; MrgX1-HEK293 cells, Fluo-4 calcium fluorescence, agonist mode; stronger effect = higher value; B-score at 10 µM; 0.44% of 310,000 active;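 active = calcium response B-score plate-corrected fluorescence ratio at least 3 library SD, with starting fluorescence B-score inside 5 SD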
#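 Material: MrgX1-expressing HEK293 cells; input: 15,000 cells per well; doses: test compound given as first of three sequential additions; schedule: overnight plating before 1 h dye loading; technique: Fluo-4 NW calcium-flux fluorescence, kinetic read; evaluation: baseline-normalised fluorescence change ratio, B-scored; control set: plate-wise positive and negative controls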
# MrgX1 PAM = human MrgX1 positive allosteric modulation, primary screen; Q96LB2; MrgX1-HEK293, Fluo-4 calcium flux, FDSS; stronger effect = higher value; B-score at 10 µM; 0.63% of 310,000 active; AID 588675;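 active = plate-corrected calcium response at least 3 library SD above typical, normal starting fluorescence, not activating the receptor alone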;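 note: compound read alongside a low EC10 to EC30 dose of BAM8-22 agonist; peak minus trough fluorescence over baseline measured at the second addition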
# Numbers without * were called inactive; i = inactive; · = not tested or not shown.
# Start of the data: the first two records, ahead of the listing:
SMILES,TRPC4 inh,TRPC4 act,ANO1 activ,RGS4 inh,ANO1 block,TRPC6 activator,TRPC4 PAM,TRPC6 inh,MrgX1 antagonist,MrgX1 ag,MrgX1 PAM
Cc1cc(C)nc(SCc2ccc3nonc3c2)n1,i,i,i,i,i,i,i,i,i,i,i
COc1ccccc1CC(=O)Nc1cccc(C(=O)Nc2nccs2)c1,i,i,i,i,i,i,i,i,i,i,i

# Main list, previewed entries included:
SMILES,TRPC4 inh,TRPC4 act,ANO1 activ,RGS4 inh,ANO1 block,TRPC6 activator,TRPC4 PAM,TRPC6 inh,MrgX1 antagonist,MrgX1 ag,MrgX1 PAM
Cc1cc(C)nc(SCc2ccc3nonc3c2)n1,i,i,i,i,i,i,i,i,i,i,i
COc1ccccc1CC(=O)Nc1cccc(C(=O)Nc2nccs2)c1,i,i,i,i,i,i,i,i,i,i,i
CC(C)(C)OC(=O)N[C@@H](Cc1ccccc1)c1nnc(SCC(=O)c2ccc(Cl)cc2)o1,i,i,i,i,i,i,i,i,i,i,i
O/N=C\c1cccn1-c1nccs1,i,i,i,i,i,i,i,i,i,i,i
Cc1nn(Cc2c(F)c(F)c(F)c(F)c2F)c(C)c1NC(=O)c1ccc(COc2ccc(F)cc2)o1,i,i,i,i,i,i,i,i,i,i,i
CN(Cc1cn(C)nc1-c1ccc(Oc2ccccc2)cc1)Cc1cnc2ccccn12,i,i,i,i,25*,i,i,i,i,i,i
CCOc1ccc2nc(NC(=O)C3CCCN(S(=O)(=O)c4c(C)noc4C)C3)sc2c1 (stereo not given),·,·,i,·,i,·,·,·,i,i,i
O=[N+]([O-])c1cccc(-n2nnnc2CN2CCCCCC2)c1,i,i,i,i,i,i,i,i,i,i,i
c1cc(SSc2ccncc2)ccn1,i,i,i,i,i,i,i,i,i,i,i
CCOC(=O)c1ccc(N2C(=O)CC(N3CCCC(C)C3)C2=O)cc1 (stereo not given),i,i,i,i,i,i,i,i,i,i,i
Cc1c(S(=O)(=O)N2CCN(C(=O)c3ccco3)CC2)c(=O)n(C)c(=O)n1C,i,i,i,i,i,i,i,i,i,i,i
COc1ccc([N+](=O)[O-])cc1N(CC(=O)N1CCN(Cc2ccccc2)CC1)S(C)(=O)=O,i,i,i,i,i,i,i,i,i,i,i
C=CCOC(=O)c1ccc(-n2cnc(C)n2)nc1,i,i,i,i,i,i,i,i,i,i,i
Cc1nnc(SC(C)C(=O)Nc2ccc(S(=O)(=O)N3CCCCCC3)cc2)s1 (stereo not given),i,i,i,i,i,i,i,i,i,i,i
Cc1ccc(Sc2ncccc2COC(=O)NC(C)C)cc1,i,i,i,i,i,i,i,i,i,i,i
COc1ccc(C(CCNCc2ccc(OC(C)C)cc2)c2ccccc2OC)cc1 (stereo not given),i,i,i,i,25*,i,i,i,i,i,i
C=CCN1CC(=O)N2Cc3[nH]c4ccccc4c3C[C@H]2C1=O,i,i,i,i,i,i,i,i,i,i,i
COc1ccccc1NC(=O)c1ccc(N2CC3CC(C2)c2cccc(=O)n2C3)c(NC(=O)c2cccnc2)c1 (stereo not given),i,i,i,i,i,i,i,i,i,i,i
CC(=O)Nc1ccc(S(C)(=O)=O)c(C)c1,i,i,i,i,i,i,i,i,i,i,i
O=C(CCN1C(=O)/C(=C/c2ccc(F)cc2)SC1=S)Nc1cc([N+](=O)[O-])ccc1O,i,i,i,i,i,i,i,i,i,i,i
Clc1ccc(C=NC23CN4CN(CN(C4)C2)C3)cc1,i,i,i,i,i,i,i,i,-6.9*,i,i
Cc1cc(NC(=O)c2ccccc2NS(=O)(=O)c2c(C)c(C)cc(C)c2C)no1,i,i,i,i,i,i,i,i,i,i,i
CC(=O)c1cccc(N(CC(=O)NC2CCCCC2)C(=O)CNC(=O)c2cccs2)c1,i,i,i,i,i,i,i,i,i,i,i
O=C(c1ccc(S(=O)(=O)N2CCCC2)cc1)N(Cc1ccco1)C1CCS(=O)(=O)C1 (stereo not given),i,i,i,i,i,i,i,i,i,i,i
O=C(Nc1cccc(S(=O)(=O)N2CCCCC2)c1)c1ccc([N+](=O)[O-])o1,i,i,i,i,i,i,i,i,i,i,i
COc1cc(C(=O)NC2CCN(CC(=O)Nc3cccc(C)c3C)CC2)cc(OC)c1OC,i,i,i,i,i,i,i,i,i,i,i
O=c1[nH]c(=S)n(-c2cccc(C(F)(F)F)c2)c(O)c1C=NCCN1CCNCC1,i,i,i,i,·,i,i,i,·,·,·
COC(=O)c1c(N2C(=O)[C@H]3[C@@H](C2=O)[C@]2(C(=O)Nc4ccc(C)cc42)N2CCC[C@@H]32)sc(C)c1C,i,i,·,i,i,i,i,i,i,i,i
Cc1cccc(Cc2c(C)nc3nc(SCC(=O)O)nn3c2C)c1,i,i,i,i,i,i,i,i,i,i,i
CC(=O)n1cc([C@H]2C=C(C(=O)Nc3ccccc3)O[C@@H](OCc3ccc(CO)cc3)C2)c2ccccc21,i,i,i,i,i,i,i,i,i,i,i
CCC(=O)Nc1ccc2nn(-c3ccc(F)cc3)nc2c1,i,i,i,i,i,i,i,i,i,i,i
Cc1ccc2c(c1)oc(=O)n2CC(=O)c1ccccc1,i,i,i,i,i,i,i,i,i,i,i
CCOC(=O)c1nnn(-c2nonc2N)c1CNc1ccc(C)c(Br)c1,i,i,i,i,i,i,i,i,i,i,i
COC(=O)c1cc(COc2ccc3ccc(=O)oc3c2)c(C)o1,i,i,i,i,i,i,i,i,i,i,i
Nc1nc(NC(=O)/C=C/c2ccccc2)nn1-c1ccccc1,i,i,i,i,i,i,i,i,i,i,i
COCCSc1nnc(NC(=O)Cc2ccc(OC)cc2)s1,i,i,i,i,i,i,i,i,i,i,i
Cc1ccc(NC(=O)CSc2nc(N)c3c4c(sc3n2)CSC(C)(C)C4)cc1,i,i,i,i,i,i,i,i,i,i,i
CC(C)N(CCO)C(=O)CCc1nnc(Cc2cccc(C(F)(F)F)c2)o1,i,i,i,i,i,i,i,i,i,i,i
O=C(CN1C(=O)NC2(CCCC2)C1=O)OCc1ccc(Br)cc1,i,i,i,i,i,i,i,i,i,i,i
Cc1ccc(C2C(C#N)=C(N)Oc3c2sc2ccccc32)o1 (stereo not given),i,i,·,i,i,i,i,i,i,i,9.2*
CCCCCCCC1CC(=O)C=C(C)C1C(=O)OCC (stereo not given),i,i,i,i,i,i,i,i,i,i,i
Cc1ccc(C2=NOC3(CC(=O)N(c4ccc(C)cc4)C3=O)C2)cc1 (stereo not given),i,i,i,i,i,i,i,i,i,i,i
CCN1CCN(C(=O)CN(c2ccccc2C)S(C)(=O)=O)CC1,i,i,i,i,i,i,i,i,i,i,i
FC(F)(F)c1nc2ccccc2c2nc3ccccc3n12,i,i,i,i,i,i,i,i,i,i,i
Cc1ccc(NCc2nnc(SCC(=O)O)n2-c2ccc(C)cc2)cc1,i,i,i,i,i,i,i,i,i,i,i
O=C(Oc1ccc(Br)cc1)C1CC(=O)N(c2ccc(F)cc2)C1 (stereo not given),i,i,i,i,i,i,i,i,i,i,i
CC1(C)Cc2ccccc2C(=O)N1,i,i,i,i,i,i,i,i,i,i,i
Cc1nc(CNC(=O)C2CCC(=O)N(Cc3cccc(F)c3)C2)sc1C (stereo not given),i,i,i,i,i,i,i,i,i,i,i
Cc1nn(-c2cccc(C(F)(F)F)c2)c(Cl)c1/C=N/n1cnnc1,i,i,i,i,i,i,i,i,i,i,i
Cc1cc(C)c(OCCCCN2CCC(C)CC2)c(Br)c1,i,i,i,i,i,i,i,i,i,i,i
CCCCOC(=O)Cn1c(=O)c2c(nc3n2CCCCN3c2ccc(C)cc2)n(C)c1=O,i,i,i,i,i,i,i,i,i,i,i
Cc1ccc(-n2nnnc2-c2cnc3cc4c(cc3c2C)OCO4)cc1,i,i,i,i,i,i,i,i,i,i,i
CN(CCc1ccccn1)C(=O)CCC1CCCN(C(=O)CCOc2ccccc2)C1 (stereo not given),i,i,i,i,i,i,i,i,i,i,i
CN(C)C1(CNC(=O)C2CCN(S(=O)(=O)c3cc(Cl)ccc3Cl)CC2)CCCCC1,i,i,i,i,i,i,i,i,i,i,i
CCOC(=O)C1CCN(C(=O)COc2ccc(Cl)cc2)CC1,i,i,i,i,i,i,i,i,i,i,i
Brc1cc2c(cc1CSc1ncccn1)OCO2,i,i,i,i,i,i,i,i,i,i,i
CC(C)OCCCNC(=O)CN1C(=O)CC(C)(C)S(=O)(=O)c2ccccc21,i,i,i,i,i,i,i,i,i,i,i
Cc1ccc2[nH]c(=O)c(CN(Cc3nnnn3C3CCCC3)C3CCCCC3)cc2c1,i,i,i,i,i,i,i,i,i,i,i
Cc1ccccc1NC(=O)COc1ccc(S(=O)(=O)N2CCCC2)cc1C,i,i,i,i,i,i,i,i,i,i,i
CCOC(=O)c1c(/N=C/c2ccc(O)cc2O)sc2c1CCC2,i,i,·,i,i,i,i,i,i,i,i
# (cont.)
SMILES,TRPC4 inh,TRPC4 act,ANO1 activ,RGS4 inh,ANO1 block,TRPC6 activator,TRPC4 PAM,TRPC6 inh,MrgX1 antagonist,MrgX1 ag,MrgX1 PAM
COc1cccc(OC)c1C(=O)Nc1ccc(C)cc1C(=O)c1ccccc1,i,i,i,i,i,i,i,i,i,i,i
O=c1c2[nH]c3ccccc3c2ncn1Cc1ccncc1,i,i,i,i,i,i,i,i,i,i,i
Cc1ccc(C)c(NC(=O)CCC(=O)N/N=C/c2cccnc2)c1,i,i,i,i,i,i,i,i,i,i,i
COc1ccc(CC(NC(C)=O)C(=O)N2CCN(C(=O)N(C(C)C)C(C)C)CC2)cc1 (stereo not given),i,i,i,i,i,i,i,i,i,i,i
S=C(NCC1CCCO1)Nc1cccc2ccccc12 (stereo not given),i,i,i,i,i,i,i,i,i,i,i
COc1ccc2c(CC#N)c[nH]c2c1,i,i,i,i,i,i,i,i,i,i,i
CC(C)COc1cccc(C(=O)NC(=S)NCc2cccnc2)c1,i,i,i,i,i,i,i,i,i,i,i
COc1cc2c(cc1OC)CN(c1ccc([N+](=O)[O-])cc1C#N)CC2,i,i,i,i,i,i,i,i,i,i,i
CC(=O)Oc1c(Cl)cc(N(C(C)=O)S(=O)(=O)c2ccccc2)c2ccccc12,i,i,i,i,i,i,i,i,i,i,i
